# iPSC survival up = hiPSC single-cell survival enhancement. survival enhancement, % at 20 µM. AID 602274. 360,000 compounds, 0.044% hits. ATPlite luminescence; 100% = ROCK inhibitor wells, 0% = DMSO; in the data active means survival enhancement above about 18%;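 further: cells exposed to compounds for 16 hours before the ATP read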
# Vif inh = HIV Vif inhibition; HEK293T cells, Vif self-association by quenched fluorescence, imaging, 24 h; inhibition, % at 7.49 µM; 340,000 compounds, 0.35% hits; in the data active means inhibition above about 50%, passing the limit was not always enough; inconclusive means no clear call, values can overlap the other calls; inactive means below about 31%; further: some results filed as inactive read as strong as hits
# aDG glyco up = alpha-DG glycosylation activation; Pro5-aDG cells, alpha-DG glycosylation AlphaScreen (IIH6); 0% Pro5, 100% B10-LARGE cell signal; 360,000 compounds, 0.22% hits; AID 624168; activation, % at 10 µM;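 active means activation of at least 8% versus controls, or a plate z-score of at least 8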;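 further: Pro5 are CHO cells carrying HIG-tagged alpha-DG that lacks glycosylation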
# m5-HT2A agonist = agonists of mouse serotonin 5-HT2A receptor (HTR2A). 360,000 compounds, 0.66% hits. P35363. CHO-K1 mHTR2A beta-arrestin complementation, luminescence; percent of 30 µM serotonin response. activation, % at 7.6 µM. AID 624169;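 active means activation above a run cutoff, the mean activation of all tested compounds plus 3 SD, cut at about 14% in these data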;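 further: 0% = plate median of compound wells and 100% = 30 µM serotonin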
# Granule exo inh = blocks lytic granule exocytosis; TALL-104 LAMP-1 surface exposure, flow cytometry; cells stimulated with thapsigargin and PMA; AID 651702; inhibition, % at 10 µM; 360,000 compounds, 0.66% hits;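 active means inhibition above about 55%, limit read from the data; inconclusive means no clear call, values can overlap the other calls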
# ABCB6 inh 2 = inhibitors of human ABC transporter ABCB6; fluorescence ratio to DMSO, % at 10 µM; 360,000 compounds, 0.19% hits; K562-ABCB6 porphyrin accumulation, flow cytometry, 1 h; hits give low values; Q9NP58;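 active means fluorescence ratio to DMSO below 75%, the collection mean minus 3 SD; inconclusive means too few cells collected in the well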;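 further: signal is porphyrin accumulated inside mitochondria; 100% equals median channel fluorescence of DMSO control wells; lower ratio means ABCB6 inhibition with less porphyrin fluorescence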
# Target sequence (Q9NP58 whole entry, looked up): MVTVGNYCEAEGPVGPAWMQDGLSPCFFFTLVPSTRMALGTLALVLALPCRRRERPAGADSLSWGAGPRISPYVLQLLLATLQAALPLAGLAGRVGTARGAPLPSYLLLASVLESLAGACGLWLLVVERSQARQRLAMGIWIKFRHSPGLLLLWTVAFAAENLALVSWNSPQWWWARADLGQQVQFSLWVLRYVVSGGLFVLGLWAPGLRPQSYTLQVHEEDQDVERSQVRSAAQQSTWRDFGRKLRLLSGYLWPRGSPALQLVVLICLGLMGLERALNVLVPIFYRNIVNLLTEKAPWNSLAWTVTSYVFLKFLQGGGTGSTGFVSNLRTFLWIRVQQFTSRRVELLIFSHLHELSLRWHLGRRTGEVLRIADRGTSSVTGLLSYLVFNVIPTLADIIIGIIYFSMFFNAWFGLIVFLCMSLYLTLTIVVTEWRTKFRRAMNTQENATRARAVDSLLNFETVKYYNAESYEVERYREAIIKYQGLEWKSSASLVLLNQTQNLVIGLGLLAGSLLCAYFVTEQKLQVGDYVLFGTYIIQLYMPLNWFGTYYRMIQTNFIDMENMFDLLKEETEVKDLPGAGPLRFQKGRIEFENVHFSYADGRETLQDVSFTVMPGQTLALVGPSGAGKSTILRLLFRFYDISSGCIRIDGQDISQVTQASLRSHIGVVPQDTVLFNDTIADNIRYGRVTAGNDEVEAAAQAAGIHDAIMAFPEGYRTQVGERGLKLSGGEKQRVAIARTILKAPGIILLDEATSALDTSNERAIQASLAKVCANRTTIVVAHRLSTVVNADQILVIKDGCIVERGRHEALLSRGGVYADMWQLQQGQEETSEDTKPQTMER
# N-glyco inh = N-linked glycosylation inhibition; D54 ERlucT glycosylation luciferase reporter, 24 h; percent of 100 nM tunicamycin response; 360,000 compounds, 0.23% hits; AID 588692; reporter increase, % at 12.5 µM;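 active means mean luciferase reporter signal, scaled so untreated is 0 and the glycosylation-blocking control 100, at or above a set limit in every replicate; inconclusive means mean reaches the limit but not every replicate does; inactive means mean below the limit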;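 further: luciferase carries N-glycosylation sites so blocking glycosylation raises the light; 0% = median of neutral control wells and 100% = median of 100 nM tunicamycin wells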
# H9c2 protect = myocardial damage modulation in H9c2 cells. H9c2 cardiomyocytes, H2O2 injury protection, ATPLite, 2 h. protection from H2O2 cell death, % at 20 µM. 360,000 compounds, 0.63% hits. AID 588492;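 active means compounds giving at least 50% protection of heart cells from peroxide-induced death in the single-dose screen, raw or plate-pattern-corrected value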;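 further: 0% = DMSO wells with peroxide and 100% = DMSO wells without peroxide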
# CaV13 ICDI inh = Disruptors of the CACNA1D IQ motif to Ca2+-dependent inactivation inhibitor domain association, primary screening, Förster resonance energy transfer in intact living … | 340,000 compounds, 0.098% hits | inhibition, % at 12.3 µM | HEK cells, CFP/YFP FRET ICDI-IQ, plate reader, 10 min; percent FRET-ratio fall versus neutral wells | AID 743397;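 active means mean replicate inhibition of at least 30% and at least 1% of replicates passing that level; inconclusive means only one of the two criteria is met; inactive means neither criterion is met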;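 further: 0% = median of the neutral control wells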
# PDI inh = blocks human protein disulfide isomerase activity. 350,000 compounds, 0.052% hits. inhibition, % at 10 µM. P07237. PDI insulin aggregation turbidity, A650, 90 min. AID 588391;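 active means mean inhibition across replicates of 30% or more, whatever share of single replicates reach that level; inconclusive means mean inhibition below 30% while every single replicate reaches 30%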;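 further: absorbance from insulin aggregation driven by PDI reduction with DTT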
# The depositor's hits bear a star; ? = inconclusive; . = no result given.
# Every second line gives: iPSC survival up, Vif inh, aDG glyco up, m5-HT2A agonist, Granule exo inh, ABCB6 inh 2, N-glyco inh, H9c2 protect, CaV13 ICDI inh, PDI inh
> CCCc1nnc(NC(=O)c2nc(S(=O)(=O)Cc3ccc(C)cc3)ncc2Cl)s1
    -0.4, -15.3, -0.1, -0.8, 6.1, 91.0, 14.3, -8.5, -2.7, 5.8
> CN(C(=O)c1ccc(Br)o1)C1CCCCC1
    0.6, 0.0, 0.1, 5.1, 31.2, 99.0, -0.3, 0.9, -2.8, -6.9
> Cc1nn(Cc2ccccc2)c(C)c1C(=O)OCC(=O)c1cc(C)n(CC(F)(F)F)c1C
    9.1, -14.9, 0.9, 1.0, 7.7, 109.0, -3.4, -9.3, -5.6, -2.7
> Cc1ccccc1-n1nc2c(c1NC(=O)CCCl)CSC2
    0.4, -1.9, 0.5, 0.1, 16.1, 95.0, -1.9, 8.4, -2.4, -12.3
> CCOC(=O)N1CCN(C(=O)C2CCN(S(C)(=O)=O)CC2)CC1
    1.2, ., 0.0, 1.9, -2.1, 97.0, 4.6, -3.6, -8.9, -4.9
> COc1cc(NC(=O)CN2CCC(Cc3ccccc3)CC2)c(C)cc1[N+](=O)[O-]
    0.0, 15.7, 0.2, 0.6, 1.8, 90.0, -0.4, -9.7, -6.0, -6.5
> CCCCCn1c(N)c(C#N)c2nc3ccccc3nc21
    -0.1, -3.2, 0.1, -4.2, 1.0, 111.0, 16.0, -3.7, -7.6, -5.7
> O=S(=O)(c1ccc(NCCc2c[nH]c3ccccc23)nc1)N1CCOCC1
    0.4, 6.2, -0.1, -3.5, 1.3, 93.0, -1.7, -0.2, -5.6, 0.5
> O=C(CCNS(=O)(=O)c1ccc(Cl)cc1)NCc1cccnc1
    -0.1, 1.4, 0.1, -0.1, -0.5, 97.0, 0.6, 4.4, -3.8, -2.3
> COc1ccc(NC(=O)CC(Cc2ccc(Cl)cc2)C(=O)O)cc1 (centres undefined)
    0.6, -11.7, 0.0, -3.4, 8.1, 87.0, 2.6, -1.9, -4.9, -0.1
> O=C(CN1C(=O)NC2(CCCC2)C1=O)N1CCN(C(=O)c2ccco2)CC1
    -0.7, -6.3, 0.2, 4.2, -4.5, 95.0, 2.2, 9.6, -7.4, -0.6
> Cc1onc(-c2c(F)cccc2Cl)c1C(=O)OCC(=O)NC(N)=O
    1.0, -1.2, -0.2, 2.4, -1.6, 96.0, 0.8, 0.1, -16.5, 3.3
> Cc1ccc(C(=O)NC(=S)N2CCN(C)CC2)cc1Br
    0.1, -8.0, -0.1, -2.4, -5.6, 96.0, 1.4, -1.4, ., -5.8
> COc1ccc(C(=O)COC(=O)c2ccc(Cl)nc2)cc1OC
    -0.2, 4.7, 0.1, 1.4, 6.1, 102.0, -0.7, -0.9, -6.7, -0.6
> COc1cc(OC)cc(C(=O)NCC(=O)OCC(=O)c2cc(C)n(Cc3ccco3)c2C)c1
    -1.2, 4.9, -0.1, 2.4, -7.3, 98.0, 1.1, -9.4, -4.5, -3.3
> COc1cc(C(=O)Nc2cc(C)ccn2)ccc1OCC(=O)N1CCOCC1
    -0.2, -4.1, -0.5, 2.3, 2.1, 97.0, -4.4, 6.8, ., -1.8
> CCOC(=O)c1ccc(NC(=O)COc2ccc(S(=O)(=O)NC(C)C)cc2)cc1
    -0.9, -10.0, 0.2, 0.6, -0.3, 97.0, -0.9, -2.5, -7.8, -0.6
> CCN(CC)C(=O)c1cc([N+](=O)[O-])cc2c1-c1ccc([N+](=O)[O-])cc1C2=C(C#N)C#N
    0.5, -3.7, 0.1, 2.3, 1.8, 88.0, 4.1, -4.1, -2.4, -15.4
> Cc1ccc(C)c(SCC(=O)NC(=O)NCc2ccccc2)c1
    0.9, 0.5, 0.3, -1.9, -2.6, 98.0, 3.4, 3.0, -10.2, 7.3
> Cc1ccc(NC(=O)CCC(=O)N2CCC(c3ccccc3)=N2)cc1S(=O)(=O)N1CCCCC1
    -0.5, 2.9, 0.2, -2.2, -1.7, 97.0, 15.2, -9.0, -5.3, -10.8
> CCc1ccc(OCc2n[nH]c(=S)n2Cc2ccccc2)cc1
    -0.3, 20.6, 0.2, 6.4, -3.7, 100.0, -0.3, -5.8, 7.8, 1.4
> O=[N+]([O-])c1ccc(N2CCc3ccccc3C2)nc1
    -0.7, -1.1, 0.0, -3.6, 9.1, 100.0, 11.6, 6.2, 0.2, 0.5
> O=C(Nc1ccc(Br)cc1)c1cccc(N2C(=O)CCC2=O)c1
    0.1, -2.5, -0.2, 0.2, 0.7, 95.0, 1.6, 3.3, -5.0, 9.4
> CCSc1nnc(Cn2c(=O)sc3ccccc32)n1-c1ccc(OC)cc1
    0.0, 2.8, 0.0, -1.8, 2.2, 95.0, -1.6, 26.0, -1.9, .
> Cc1ccc(S(=O)(=O)N2CCC(N3CCCCCC3)CC2)cc1
    -3.5, 1.9, 0.0, 0.8, -0.8, 101.0, -0.5, -4.5, -5.4, -4.6
> O=C(O)C1C2C=CC(O2)C1C(=O)Nc1cccc(C(F)(F)F)c1 (centres undefined)
    0.2, -7.3, -0.1, -3.9, -4.0, 105.0, 0.3, 5.5, 0.4, -3.5
> COc1ccc(C(C)(C)NC(=O)C2CCC(=O)N(C3CC3)C2)cc1OC (centres undefined)
    0.3, 15.7, 0.0, 7.6, -2.2, 104.0, 0.6, -1.7, -3.0, -4.8
> CC(C)Sc1nc2c(c(=O)[nH]c(=O)n2C)n1C
    -1.5, 1.0, -0.1, 2.8, -0.1, 103.0, 1.7, -0.2, 0.8, -3.7
> Cc1cccc(C(=O)O/N=C2\CCCc3ccccc32)c1
    -1.4, -4.5, 0.1, 1.3, -4.1, 94.0, 0.3, -11.7, -8.4, 2.7
> Cc1cc(C(=O)COC(=O)c2nccnc2N)c(C)n1C
    4.1, -1.5, 0.1, -0.2, -0.9, 98.0, -11.6, 1.2, -7.3, 10.9
> Clc1ccc(-c2cc(-c3nnc4n3CCCCC4)c3ccccc3n2)cc1
    -0.8, -7.9, 0.3, 4.7, -0.2, 90.0, -0.4, -5.2, -4.9, 7.1
> CCN(CC)CCCCN1c2ccccc2Sc2ccccc21
    -0.4, -6.7, 0.3, -9.9, 42.0, 95.0, -0.3, -1.1, -3.9, 9.3
> C[N+](C)=C1SCC(C)(/C=N/O)S1 (centres undefined)
    -0.1, -6.5, -0.1, 5.0, 107.5*, 95.0, 2.6, -4.3, -13.3, 4.4
> O=C(CCc1ccccc1)Nc1cc(Cl)ccc1O
    -0.7, -3.2, 0.2, 0.5, -2.1, 94.0, -3.8, -7.3, -4.4, -3.7
> CCN(CC)S(=O)(=O)c1ccc(C(=O)NNC(=O)c2cccs2)cc1
    0.9, 3.8, -0.2, -0.5, -6.5, 96.0, -0.9, 6.0, -3.2, 1.7
> CCOc1cccc(/C=C/c2ccc3ccccc3n2)c1OC(C)=O
    -0.6, -4.8, -0.2, 0.2, 2.9, 99.0, -19.6, -10.6, -0.6, 2.3
> Cc1ccc(CNC(=O)[C@@H]2CCC(=O)N2Cc2ccco2)cc1
    -1.5, 2.5, 0.2, 3.6, 0.3, 93.0, 0.1, 3.3, -5.3, -8.6
> O=C(CCc1nc2ccccc2[nH]c1=O)OCC(=O)N1CCc2ccccc21
    0.3, 8.7, -0.1, -2.0, 0.6, 97.0, 1.7, 7.7, -4.0, 1.5
> COC(=O)[C@]12CCCCC=C1N(Cc1ccccc1)C(=O)[C@H](CC(=O)N1CCCC1)C2
    -0.5, ., 0.1, -3.5, 5.8, 94.0, ., ., -4.3, .
> Cc1ccc(Nc2nnc(SC(C)C(=O)Nc3c(C)n(C)n(-c4ccccc4)c3=O)s2)cc1 (centres undefined)
    0.2, 0.9, 0.0, -3.9, -2.4, 97.0, -0.2, -8.9, ., -5.8
> CCC(=O)N1CCc2cc(S(=O)(=O)NCCC(=O)NCc3ccccc3Cl)ccc21
    -0.2, -3.8, 0.1, -4.7, 17.7, 102.0, 0.9, -2.9, -3.7, 11.1
> Cc1ccc2[nH]c3c(N4CCOCC4)ncnc3c2c1
    -3.4, -12.7, 4.4, 3.5, 0.0, 104.0, 7.1, -20.2, ., 5.1
> O=C(C1CCC1)N1CCC(c2nc3c(nnn3Cc3c(F)cccc3Cl)c(=O)[nH]2)CC1
    0.4, ., 0.9, -0.1, 0.9, 96.0, -4.1, -2.2, -4.2, -3.1
> COc1ccc(CCNC(=O)CC(NS(=O)(=O)c2ccc(NC(C)=O)cc2)C(C)C)cc1OC (centres undefined)
    -0.7, 1.6, 0.2, 1.4, -2.5, 95.0, 0.9, -3.5, -0.4, -0.7
> CCc1ccc(Nc2cc(C)nc3nc(C)nn23)cc1
    -0.4, -11.7, 0.2, 3.6, -3.9, 102.0, 3.4, -1.8, -4.9, .
> O=C(NCCc1c[nH]c2ccccc12)c1cccc(S(=O)(=O)Nc2ccccc2Cl)c1
    -0.2, 1.6, -0.2, -2.0, 2.0, 100.0, 0.4, 10.2, -2.7, -2.5
> CC1=C(C(=O)Nc2cccnc2)C(c2ccccn2)n2nnnc2N1 (centres undefined)
    -1.3, -12.9, -0.2, 1.4, -0.3, 97.0, 0.6, -3.5, -3.4, 14.1
> CCCc1ccc2oc(C(=O)NCCc3nc(C(=O)OCC)cs3)c(C)c2c1
    0.4, ., 0.3, -0.8, ?, 97.0, -1.3, -5.5, -6.8, 7.0
> COc1ccc(-c2cc(C(N)=O)nc(N3CCCCCC3)n2)cc1
    10.9, 9.2, 0.1, 8.0, -1.3, 104.0, 3.7, -7.0, ., -0.7
> C=CCNC(=O)CSc1nnc(-c2ccccc2Br)n1-c1cccc(C(F)(F)F)c1
    2.7, -0.7, 0.2, -6.2, 2.2, 97.0, 1.5, 0.6, -4.3, 14.5
> Cc1ccc2cc3c(NC(=O)c4cccnc4)nn(C)c3nc2c1
    1.1, 1.9, -0.1, 2.5, 0.9, 103.0, -0.4, 58.9*, ., -4.7
> CC1CCN(C(=O)c2cc(-c3ccc(Cl)c(Cl)c3)on2)CC1
    -3.8, -6.3, 0.1, -5.8, -1.4, 103.0, -3.3, -5.6, -3.9, -4.2
> COc1ccc(S(=O)(=O)N2CCc3ccccc32)cc1C(=O)NC1(C)CCS(=O)(=O)C1 (centres undefined)
    1.7, ., 0.2, -1.7, 0.7, 96.0, 0.9, 1.0, -2.2, 6.1
> CC(C)CN1C(=O)C(=O)N(CC(=O)c2ccc3c(c2)OCO3)C1=O
    -0.5, 147.1*, -0.1, -0.3, 2.7, 95.0, 1.9, 0.0, -6.9, 17.6
> Cc1cc(C(=O)NC(=S)Nc2ccccc2N2CCOCC2)ccc1[N+](=O)[O-]
    -0.1, 1.6, 0.0, 0.1, -0.1, 93.0, -4.5, 0.9, -6.0, 9.0
> COc1ccc(CCNC(=O)c2cccc3c2C(=O)N(C2CCCCC2)C3)cc1OC
    0.5, -3.5, 2.2, -0.6, 2.7, 93.0, -2.4, 1.6, -14.9, 5.5

# Sorted by the number under CaV13 ICDI inh (smallest number first): 3 from the list above.
smiles	CaV13 ICDI inh
CCOC(=O)N1CCN(C(=O)C2CCN(S(C)(=O)=O)CC2)CC1	-8.9
Cc1nn(Cc2ccccc2)c(C)c1C(=O)OCC(=O)c1cc(C)n(CC(F)(F)F)c1C	-5.6
Cc1ccccc1-n1nc2c(c1NC(=O)CCCl)CSC2	-2.4

# Screening data as filed in PubChem BioAssay.
